# DT40 TDP1 no CPT: qHTS for Inhibitors of human tyrosyl-DNA phosphodiesterase 1 (TDP1): qHTS in cells in absence of CPT. Potency, µM (top dose mostly 46.2 µM), inactives show at the highest dose activity change, negative = growth inhibition, most hits filed as inhibitors. DT40 Tdp1-/- hTDP1 cells, no CPT, ATP luminescence, 48 h. AID 686978, 2013. hit rate 15% among 420,000; note: nearly all actives have a fitted effect of over 55% in size
#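 Chicken DT40 Tdp1-/- cells complemented with human TDP1, screened without camptothecin (DMSO vehicle only), 400 cells/well. Compounds pin-transferred, cells incubated at 37 °C for at least 48 hr. Growth read as ATP-dependent luminescence (CellTiter-Glo, 30 min at RT).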
# TDP1 block: inhibitors of human tyrosyl-DNA phosphodiesterase TDP1; Potency, µM (titrated, usually from 130 µM), for the others: top-dose activity change, negative = inhibition, most hits filed as inhibitors; hit rate 0.28% among 350,000; Q9NUW8; recombinant TDP1, AlphaScreen DNA substrate cleavage; AID 485290; note: nearly all actives have a fitted effect of over 40% in size
# Target sequence (Q9NUW8 whole entry, looked up): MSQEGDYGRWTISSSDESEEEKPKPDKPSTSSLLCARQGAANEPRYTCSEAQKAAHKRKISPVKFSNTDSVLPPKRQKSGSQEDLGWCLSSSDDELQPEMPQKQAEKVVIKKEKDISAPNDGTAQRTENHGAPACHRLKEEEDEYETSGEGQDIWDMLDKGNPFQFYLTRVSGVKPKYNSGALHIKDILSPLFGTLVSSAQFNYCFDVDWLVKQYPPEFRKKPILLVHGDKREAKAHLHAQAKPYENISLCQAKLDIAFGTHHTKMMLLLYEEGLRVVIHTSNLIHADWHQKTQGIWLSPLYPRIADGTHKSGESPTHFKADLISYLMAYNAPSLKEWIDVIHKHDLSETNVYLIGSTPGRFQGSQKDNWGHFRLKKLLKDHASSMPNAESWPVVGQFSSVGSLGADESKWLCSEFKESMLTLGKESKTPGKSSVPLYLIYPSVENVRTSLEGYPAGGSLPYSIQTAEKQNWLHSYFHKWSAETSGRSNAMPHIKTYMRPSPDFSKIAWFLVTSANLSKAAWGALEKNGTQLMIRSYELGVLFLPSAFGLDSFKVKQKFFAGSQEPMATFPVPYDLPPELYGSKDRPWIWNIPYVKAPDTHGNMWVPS
#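 AlphaScreen read-out: signal falls as enzyme removes the 3' tyrosine-FITC from a 5'-biotinylated DNA oligo (15 nM, 5 min, RT). Enzyme was E. coli-made recombinant Tdp1 at 1 nM, exposed to compound for 15 min beforehand; beads 10 ug/ml, 10 min.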
# GCN5L2 inh: GCN5L2 (KAT2A) acetyltransferase inhibition | GCN5L2 HAT assay, ThioGlo1 CoA-SH fluorescence | Potency, µM (titrated, usually from 58.9 µM), for inactives: top-dose activity change, negative = inhibition, most hits filed as inhibitors | hit rate 0.21% among 390,000 | AID 504327
#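 Enzyme at 20nM final was mixed with library compounds for 15 min at room temperature. Peptide H3(1-25) at 75uM, acetyl-CoA at 70uM and ThioGlo1 at 50uM were then added. Plates were read immediately and after 20 min (Ex340nm/Em540nm).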
# * = called active by the depositor; ? = inconclusive; · = no result given; & = joins results of further samples; [ ] = another dose, or the depositor's remark. Calls come from the whole dose curve; as a rule, active = well fitted curve in the direction sought with a large enough effect; inconclusive = small, poorly fitted or top-dose-only effect, or another doubt; inactive = no such curve, though single readings can be large; an effect the other way counts as inactive or inconclusive. % is set by controls: 0 for no effect and ±100 for the full control effect; potency is the fitted concentration of half-maximal effect.
# Each structure is followed by: DT40 TDP1 no CPT | TDP1 block | GCN5L2 inh
CC1CCCN(S(=O)(=O)c2ccc(NC(=O)c3cccc(-n4cnnn4)c3)cc2)C1 (stereo unspecified)
    ? | -5% | -4%
COCCCNC(=O)c1ccc2c(=O)n(CC3CCCO3)c(=S)[nH]c2c1 (stereo unspecified)
    -13% | 3% | ?
Cc1ccc(-n2c(SCC(=O)NC3CCS(=O)(=O)C3)nc3ccccc3c2=O)cc1 (stereo unspecified)
    -24% | 5% | -6%
Cc1cc(NC(=O)c2cc(-c3ccc(C)c(C)c3)nc3ccccc23)no1
    10µM* | 3% | -7%
COc1cc(NC(=O)CCC(=O)c2cccs2)cc(OC)c1
    -11% | 0% | -3%
CC(=O)C1=C(C)NC(=S)NC1c1cccc([N+](=O)[O-])c1 (stereo unspecified)
    -17% | 5% | 1%
COc1ccc(C(=O)NC(C(=O)OCC(=O)Nc2sccc2C(N)=O)C(C)C)cc1 (stereo unspecified)
    23µM* | -15% | -5%
COC(=O)c1ccc(/C=C/C(=O)c2ccc(OC)c(OC)c2)cc1
    ? | 6% | -18%
CCCC(=O)Nc1ccc(C(=O)NNC(=O)c2ccccc2Br)cc1
    -15% | 4% | -10%
CCOC(=O)c1ccc(NC(=O)CC(=O)Nc2ccc3nc4n(c(=O)c3c2)CCCCC4)cc1
    ? | -8% | -10%
O=C(NCCCn1ccnc1)C(=O)c1c[nH]c2ccccc12
    26% | 3% | -5%
CCS(=O)(=O)N1CCC(n2c(C(F)(F)F)nc3cccnc32)CC1
    ? | 8% | -2%
COc1cccc(Nc2cc(-c3ccccc3)nc(C)n2)c1
    ? | -1% | -13%
CCC(=O)NCCc1nc2cc(NC(=O)c3ccc(F)cc3)ccc2n1C
    3% | · | 53%[activator]
CCc1ccc([C@@H]2CC=C(C(=O)O)[C@H](c3ccccc3)N2S(=O)(=O)c2ccc(C)cc2)cc1
    -19% | 2% | -7%
[O-][n+]1c2ccccc2cc2ccccc21
    9.2µM* | -3% | -6%
c1ccn(-c2ncnc3sc4c(c23)CCCC4)c1
    -29% | 3% | 0%
COc1cc2c(cc1OC)C(=O)N1[C@H]3c4cc(C)ccc4OC[C@@H]3[C@H](c3ccccc3)[C@]1(C)C(=O)N2
    21µM* | 2% | -4%
Cc1cnc(C(=O)OC(C)C(=O)NC2CCCc3ccccc32)cn1 (stereo unspecified)
    -4% | -11% | 1%
C=CCC[C@H](Cc1ccc(F)cc1)C(=O)OC[C@@H](Cc1c[nH]c2ccccc12)NC(=O)[C@@H](CC=C)CC(=O)N[C@H](CO)Cc1ccccc1
    15µM* | 1% | -3%
Cc1ccc(CCNC(=O)Cn2nc(-c3ccc(C)cc3)ccc2=O)cc1
    ? | 5% | -13%
CC1CCN(C(=O)CSc2nnc(N)s2)CC1
    10% | 0% | -3%
COc1ccc2[nH]cc(CCNC(=O)c3cnn(-c4ccccc4Cl)c3C3CCN(C(=O)OC(C)(C)C)CC3)c2c1
    10µM* | 5% | -25%
COc1cccc(/C=N/NC(N)=S)c1OS(=O)(=O)c1ccccc1
    -27% | 1% | -3%
Cc1ccc(CNC(=O)c2nnn(CC(=O)Nc3cc(C)cc(C)c3)c2N)cc1
    20% | -15% | -12%
CC(=O)N1CCN(c2nc3ccc(Br)cc3s2)CC1
    ? | 0% | -1%
COc1ccc(C(=O)N(CCCO)C(C)C(=O)NC2CCCCC2)cc1OC (stereo unspecified)
    -12% | -2% | -2%
CC(=O)Nc1ccc(/C=N/OCC(=O)Nc2ccc(C)cc2)cc1
    -5% | -1% | -4%
COc1ccc(OCc2nn3c(-c4ccco4)nnc3s2)cc1
    ? | -9% | -9%
COc1ccc(CCNC(=O)CSc2nc(-c3ccco3)cc(C(F)(F)F)n2)cc1OC
    -20% | 1% | -5%
COc1ccc(C(=S)N2CCC(C(N)=O)CC2)cc1Br
    -3% | 0% | -23%
C[C@H](NC(=O)c1nc[nH]c1C(=O)N[C@@H](Cc1ccccc1)C(=O)OC(C)(C)C)C(=O)OCc1ccccc1
    18µM* | · | ?
O=c1nc2n(Cc3ccccc3)c3ccccc3cc-2c(=O)[nH]1
    · | 4% | -1%
CC(C)C(c1nnnn1Cc1ccc2c(c1)OCO2)N1CCN(c2ccccc2)CC1 (stereo unspecified)
    21µM* | -2% | -16%
Cc1cccc(N2CCN(C(c3ccccc3)c3nnnn3CC3CCCO3)CC2)c1C (stereo unspecified)
    12µM* | 5% | -2%
CC1(C(O)(C#CC[N+]2(C)CCCCC2)c2ccccc2)CCCC1 (stereo unspecified)
    -7% | 5% | 3%
Cc1ccc(N2NC(=O)/C(=C\c3cc4c(cc3[N+](=O)[O-])OCO4)C2=O)cc1C
    ? | 3% | -18%
COC(=O)CNC(c1ccccc1)c1cc(C)ccc1NS(=O)(=O)c1ccc(C)cc1 (stereo unspecified)
    ? | -3% | -15%
CN(C(=O)Nc1ccc(Cl)cc1Cl)C1CCCC1
    2% | · | -2%
CCCSc1nnc(Cc2cc(=O)[nH]c(=O)[nH]2)n1-c1cc(C)ccc1C
    -12% | -1% | -4%
O=C(O)CCCCCNS(=O)(=O)c1cccc2nsnc12
    8% | -2% | -9%
Cc1ccc(-n2c(-c3ccc(Cl)cc3Cl)n[nH]c2=S)cc1
    -25% | · | -13%
O=C(Cn1nc(-c2ccccc2)ccc1=O)Nc1ccc(N2CCN(C(=O)c3ccccc3)CC2)cc1
    ? | 11%[56.1 µM] | 1%
COc1ccccc1-c1cc(C(=O)NC2CCCC2)no1
    ? | 13% | -6%
COC(=O)c1nc(NC(=O)c2cc(OC)c(OC)c(OC)c2)n[nH]1
    -9% | · | -1%
COc1ccc(OC(C)C(=O)Nc2cccc(OC)c2)cc1 (stereo unspecified)
    -9% | -2% | -4%
Cc1ccc(CN(C(=O)c2ccccc2[N+](=O)[O-])C2CCS(=O)(=O)C2)o1 (stereo unspecified)
    -1% | 1% | 2%
COc1ccc(NCc2nnc(SCCN3CCCCC3)n2-c2ccc(C)cc2)cc1
    -9% | 3% | 4%
CCOC(=O)C1CCN(CC(O)COCc2ccccc2)CC1 (stereo unspecified)
    -6% | · | 19%
COc1ccccc1-c1nccc(-n2ccnc2)n1
    -9% | ? | -16%

# Next part
# Each structure is followed by: DT40 TDP1 no CPT | TDP1 block | GCN5L2 inh
CC(C)CCn1c(=O)c2ccccc2n2c(CN(C)Cc3ccccc3)nnc12
    16µM* | 8% | -5%
COc1c(F)c(F)c(C(=O)Nc2ccc(N3CCN(C(C)=O)CC3)c(Cl)c2)c(F)c1F
    ? | 4% | -18%
CCOc1ccccc1OCCCC(=O)Nc1ccc(OC)nc1
    0% | 5% | -2%
COC(=O)c1ccc(-n2nnnc2SCC(=O)N2CCCCC2)cc1
    -16% | 2% | 0%
Cc1cccnc1NC(=O)c1ccc(Cl)c(S(=O)(=O)N2CCCCCC2)c1
    ? | 6%[56.1 µM] | -5%
CCOc1cccc2cc(C(=O)NCc3ccc(Cl)cc3)c(=N)oc12
    ? | 4% | -1%
C#CC(C)OC(=O)C(C)NC(=O)c1ccccc1 (stereo unspecified)
    -11% | 8%&4% | -2%
Cc1ccccc1Cn1c(=O)n(-c2ccc(Cl)cc2)c(=O)c2c3c(sc21)CCCC3
    -9% | -5% | -3%
Nn1c(SCC(=O)Nc2ccc3c(c2)OCCO3)nnc1-c1cccnc1
    0% | 4% | 0%
NC(=O)c1ccc(NC(=O)COC(=O)CCCN2C(=O)c3cccc4cccc(c34)C2=O)cc1
    -22% | -3% | -7%
CCS(=O)(=O)N1Cc2ccccc2CC1C(=O)Nc1nc2ccc(C)cc2s1 (stereo unspecified)
    ? | -3% | -7%
COc1ccccc1N1CCN(CCCNc2c(C)c(=O)n(C)c(=O)n2C)CC1
    -1%&-1% | -10%[56.1 µM] | -2%
CCOC(=O)c1c(C)[nH]c(C)c1S(=O)(=O)N(C)CC(=O)Nc1ccc(C)c(F)c1
    -18% | 3% | -5%
CC(C)(C)c1ccc(NC(=O)N2CCN(c3ccc([N+](=O)[O-])cn3)CC2)cc1
    8.2µM* | 4% | 1%
CCCCn1c(N)c(N(Cc2ccccc2OC)C(=O)C(C)C)c(=O)[nH]c1=O
    -6% | 1% | -19%
CN1CCN(S(=O)(=O)c2ccc(NC(=O)C3CCCCC3)cc2)CC1
    -6% | 5% | ·
CCOc1ccccc1NC(=O)Nc1ccon1
    -2% | 5% | -9%
CC12CCC(=O)N1C(C(=O)Nc1cccc(S(=O)(=O)N3CCCCCC3)c1)CS2 (stereo unspecified)
    ? | 3% | -5%
Nc1ccc(Oc2ccc3nc(-c4ccccc4)c(-c4ccc([N+](=O)[O-])cc4)nc3c2)cc1
    ? | 12% | -3%
CCC(=O)OC1=C(C(C)=O)N(Cc2ccccc2)S(=O)(=O)c2ccccc21
    ? | 3% | -4%
COc1ccc(-c2nnc(SCc3nnc(-c4cccs4)o3)n2CC2CCCO2)cc1 (stereo unspecified)
    ? | 5% | 3%
O=CN1CCN(C2CC(=O)N(c3ccc(Br)cc3)C2=O)CC1 (stereo unspecified)
    9% | 7% | -11%
COc1ccc(NS(=O)(=O)c2cn(C)c(=O)n(C)c2=O)c(OC)c1
    2% | 3% | -12%
O=C(CCNC(=O)c1ccco1)Nc1ccc(C(F)(F)F)cc1
    7% | 3% | 3%
C=CCNC(=S)N1CCN(c2cc3c(cc2F)c(=O)c(C(=O)O)cn3CC)CC1
    ? | · | -1%
O=c1c2c(nc3c(-c4ccc(Cl)cc4)c[nH]n13)CCCC2
    4µM* | 4% | 2%
CCn1c(SCc2nc3ccccc3[nH]2)nnc1-c1cccnc1
    9% | 8% | -4%
O=C1C=C(Nc2ccccc2)C(=O)c2ccccc21
    ? | 8% | 1%
Fc1ccc(-c2n[nH]c(=S)n2CC2CCCO2)cc1 (stereo unspecified)
    -2% | -2% | 6%
COc1ccc(-c2c(C)nn3c(-c4ccccc4)cc(C)nc23)cc1
    ? | 1% | 4%
NC(C(=O)O)[C@H](O)C(=O)O (stereo partly specified)
    -28% | 2% | -2%
CCCCC[C@H](O)C=C[C@H]1[C@H](O)CC(=O)[C@H]1CCCCCCC(=O)O
    ? | 11% | -17%[0.501 µM]
COc1cccc(-c2cc(C(=O)NCc3ccccc3)[nH]n2)c1
    -4% | 1% | -1%
Cn1c(SCC(=O)NCc2ccc(F)cc2)nc2ccccc21
    -8% | -1% | -6%
CCOc1ccc(C(=O)C(C)OC(=O)Cn2c(C)csc2=O)cc1 (stereo unspecified)
    ? | 0% | 1%
O=C(N[C@@H](Cc1ccccc1)C(=O)OCc1ccccc1)c1nc[nH]c1C(=O)N1CCN(c2ccccc2)CC1
    ? | 12% | -12%
O=C(c1ccccn1)N(Cc1ccco1)C1(C(=O)NC2CCCC2)CCCCC1
    ? | 7% | -2%
Cn1cccc1Cc1nnc(SCC(=O)Nc2ccccc2)n1-c1ccc(F)cc1
    -11% | 11% | -1%
Cc1oc(-c2ccoc2)nc1CN(CC1CCC(=O)N1)C(C)C (stereo unspecified)
    -5% | 7% | -22%
COCCCNC(=O)c1ccccc1NS(=O)(=O)c1ccc(C)cc1
    0% | 2% | 0%

# Compound profiles (already shown). Order of screens: DT40 TDP1 no CPT	TDP1 block	GCN5L2 inh
# Cc1oc(-c2ccoc2)nc1CN(CC1CCC(=O)N1)C(C)C (stereo unspecified) reads -5%	7%	-22%
# NC(C(=O)O)[C@H](O)C(=O)O (stereo partly specified) reads -28%	2%	-2%

# The results go on:
# Each structure is followed by: DT40 TDP1 no CPT | TDP1 block | GCN5L2 inh
O=C(N/N=C\c1ccc(Cl)cc1Cl)c1sccc1-n1cccc1
    ? | 7% | -28%
CCNC(=O)c1ccc(-n2nc(C)cc2-c2ccccc2)cc1
    ? | 2% | ?
Nc1cc(-c2cccc(F)c2)nn1S(=O)(=O)c1cccc2nsnc12
    -16% | 5% | -6%
COC(=O)c1cccc(NC(=O)CSc2ncn[nH]2)c1
    -30% | 7% | -4%
COc1ccc(Cn2c(C)nnc2-c2cnn(C)c2N)cc1
    25% | 9% | -4%
O=C1OC(c2ccc3c(c2)OCO3)=N/C1=C\c1ccc(C(=O)O)cc1
    -7% | · | -5%

# Reprinted at random: five entries already listed
# Each structure is followed by: DT40 TDP1 no CPT | TDP1 block | GCN5L2 inh
Cn1cccc1Cc1nnc(SCC(=O)Nc2ccccc2)n1-c1ccc(F)cc1
    -11% | 11% | -1%
Cn1c(SCC(=O)NCc2ccc(F)cc2)nc2ccccc21
    -8% | -1% | -6%
O=c1c2c(nc3c(-c4ccc(Cl)cc4)c[nH]n13)CCCC2
    4µM* | 4% | 2%
CCNC(=O)c1ccc(-n2nc(C)cc2-c2ccccc2)cc1
    ? | 2% | ?
Cc1cc(NC(=O)c2cc(-c3ccc(C)c(C)c3)nc3ccccc23)no1
    10µM* | 3% | -7%

# Screening results (PubChem)

# An excerpt, so the mix of outcomes need not match the whole.
